# KB-3-1 tox = kills parental KB-3-1 adenocarcinoma cells; KB-3-1 viability, CellTiter-Glo ATP luminescence, 72 h; Potency, µM (top dose mostly 46.1 µM), for the others: at the top dose activity change, negative = cytotoxic, usual class: cytotoxic; 1.4% of 400,000 active; AID 1347075; also: potency is read from the fitted curve at half-maximal effect; % is scaled to controls: 0 for no effect and ±100 for the full control effect; nearly all actives have a fitted effect of over 60% in size
#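 72 h, 37 °C compound treatment of KB-3-1 parental cells; CellTiter-Glo added, 10 min, luminescence read. Data corrected against DMSO-only plates and normalized before curve fitting.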
# IL1B secr inh = inflammasome signaling inhibition, IL-1 beta readout; activity change, % at 57.5 µM; AID 743279; 4.7% of 360,000 active; THP-1 LPS/ATP IL-1B secretion, AlphaLISA, 16 h; hits give low values; in the data active = activity change below about -50%; inconclusive = mostly about -30% to -49%; also: % is scaled to controls: 0 for no effect and ±100 for the full control effect
#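 THP-1 cells pretreated 1 hr with compounds (up to 57.5 uM final), then stimulated with LPS (250 ng/mL final) plus ATP (1.25 mM final); secreted IL-1B measured by AlphaLISA after 16 hr, decreased signal indicating inhibition.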
# HT1080 IDH1KD tx = toxicity to HT-1080 IDH1 knockdown cells (counter line) | HT-1080 IDH1 knockdown viability, ATP luminescence, 48 h | Potency, µM (series often up to 46.1 µM), for inactives: at the top dose activity, negative = toxicity, most hits filed as cytotoxic | 2% of 360,000 active;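 also: potency is read from the fitted curve at half-maximal effect; 0% = DMSO wells and -100% = cell-free medium wells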
#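 After a 2 h attachment period, IDH1KD HT-1080 cells took pin-transferred compound for 48 h at 37 °C; ATP-based luminescence after 10 min room-temperature reagent incubation reported viability.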
# HT1080-NT tox = kills 2HG-producing HT-1080-NT fibrosarcoma cells; AID 686970; 1.6% of 360,000 active; Potency, µM (series often up to 46.1 µM), inactives show top-dose activity, negative = less viability, most hits filed as cytotoxic; HT-1080-NT fibrosarcoma viability, CellTiter-Glo ATP luminescence, 48 h;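 also: NT is the 2HG producing partner of a matched IDH1 knockdown line; potency is read from the fitted curve at half-maximal effect; 0% = DMSO-treated cells and -100% = media-only wells without cells; nearly all actives have a fitted effect of over 55% in size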
#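 HT-1080-NT; 750 cells/well; 5% FBS RPMI; 48 h compound, 37 degrees C; CellTiter-Glo luminescence; curve fitting and curve-class assignment.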
# HepG2 tox = HepG2 cytotoxicity, counter-screen for TGF-b inhibitors | HepG2 CAGA-GFP viability, ATP luminescence, 18 h | Potency, µM (series often up to 46.1 µM), for the others: top-dose activity change, negative = cytotoxicity, hits mostly cytotoxic | 0.76% of 410,000 active | AID 588856; also: potency is read from the fitted curve at half-maximal effect; some results filed as inactive show a strong effect at the top dose
#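 HepG2 CAGA-GFP cells (1000/well, DMEM with 1% FBS) received compound, then TGF-beta at 500 pg/mL final, and were incubated 18 hours at 37 degrees C. Viability was read by CellTiter-Glo luminescence. Media-only wells were set as complete cell-killing and DMSO as no toxicity.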
# MCF10A rerep = inducers of DNA re-replication in MCF 10A breast cells; MCF 10A DNA re-replication, Hoechst nuclear intensity, 48 h; Potency, µM (top dose mostly 46.1 µM), inactives show at the highest dose activity, positive = re-replication, usual class: activators; 2.9% of 350,000 active; AID 624296; also: potency is read from the fitted curve at half-maximal effect; % of control where 0% means no effect; nearly all actives have a fitted effect of over 50% in size
# SW480 rerep = inducers of DNA re-replication in SW480 colon cancer cells | SW480 DNA re-replication, Hoechst DNA content imaging, 48 h | Potency, µM (titrated, usually from 46.1 µM), without a hit: at the top dose re-replication activation, most hits filed as activators | 1.8% of 340,000 active; also: potency is read from the fitted curve at half-maximal effect; % of control where 0% means no effect; nearly all actives have a fitted effect of over 55% in size
#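 Treated cells incubate 48 hr (37 C, 5% CO2), are stained 40 min with Hoechst, and nuclear fluorescence is enumerated; a rise in nuclei with high DNA signal marks re-replication.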
# S2 tox = reduces viability in counter-screen for ATXN expression inhibitors | S2 cells (HEK-293 line with an ATXN2-luciferase reporter) viability, CellTiter-Fluor protease fluorescence, 24 h | Potency, µM (series often up to 56.7 µM), most hits filed as cytotoxic | 0.49% of 400,000 active; also: potency is read from the fitted curve at half-maximal effect; nearly all actives have a fitted effect of over 40% in size
# ATXN2 expr inh = inhibitors of ATXN2 expression. HEK-293 ATXN2-luciferase reporter, luminescence, 24 h. Potency, µM (series often up to 57 µM), without a hit: at the highest dose activity change, negative = inhibition, usual class: inhibitors. 0.72% of 360,000 active. AID 1745845; also: potency is read from the fitted curve at half-maximal effect; % is scaled to controls: 0 for no effect and ±100 for the full control effect; nearly all actives have a fitted effect of over 55% in size
#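 ATXN2-luciferase reporter cells (luciferase flanked by upstream and downstream ATXN2 gene portions) were treated 24 h at 37 °C with compounds at up to 57 uM. SteadyGlo luminescence gave expression; GF-AFC fluorescence gave viability.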
# * marks the source's active call; other numbers are inactive results; i = inactive; ? = inconclusive; · = no result given; [ ] = remark or other dose. Unless noted, calls follow the shape of the dose curve; as a rule, active = well fitted curve in the direction sought with a large enough effect; inconclusive = small, poorly fitted or top-dose-only effect, or another doubt; inactive = no such curve, though single readings can be large; an effect the other way counts as inactive or inconclusive.
mol	S2 tox	KB-3-1 tox	IL1B secr inh	SW480 rerep	HT1080 IDH1KD tx	ATXN2 expr inh	HepG2 tox	HT1080-NT tox	MCF10A rerep
CCOC(=O)c1[nH]cnc1C(=O)Nc1ccccc1	i	-4%	0	-9%	15%	-20%	-1%	23%	?
O=C(CSc1nc2[nH]c(=O)cc(O)c2s1)Nc1ccc(Br)cc1	i	18%	34	5%	0%	6%	-5%	1%	?
COc1ccc(NC(=S)N2CCN(CCN3C(=O)c4cccc5cccc(c45)C3=O)CC2)cc1	?	-25%	28	-3%	10%	?	-21%	-5%	11%
C[C@H]1CN(c2ccc(Br)cc2)C(=O)[C@@H]1CC(=O)Nc1ccccc1	i	9%	5	·	2%	-6%	-21%	8%	·
COc1ccc(C(=O)Nc2ccc(S(=O)(=O)N(Cc3ccccc3)c3ccccc3)cc2)cc1	i	-26%	·	·	·	-18%	-13%	·	·
COCCCNC(=S)NCCc1ccc(F)cc1	i	-10%	-11	-10%	-3%	·	-8%	-6%	-1%
COc1cccc(NC(=O)Cn2c(=O)n(Cc3ccccc3)c(=O)c3ccccc32)c1	i	-2%	·	·	·	10%	-27%	·	·
COc1cccc(C(=O)Nc2cccc(-c3nc4ncccc4o3)c2C)c1	i	7%	?	2%	-9%	-7%	13%	-6%	-1%
O=C(/C=C/c1ccc(Cl)cc1)Nc1ccc(N2CCOCC2)cc1	i	-8%	-10	-18%	-2%	-32%	-1%	8%	-5%
CCOC(=O)C1(C(=O)OCC)C(C)CC(=O)N1c1ccccc1OC (configuration not stated)	i	1%	10	·	10%	·	-24%	14%	·
Cn1c(=O)c2sccc2n2c(CCC(=O)N3CCN(c4cccc(Cl)c4)CC3)nnc12	i	5%	·	·	·	-17%	1%	·	·
COc1cc(C(O)c2nc(-c3cccs3)cs2)ccc1F (configuration not stated)	i	0%	3	·	-19%	6%	-9%	-8%	·
NS(=O)(=O)c1ccc(N/N=C/c2ccccc2C(=O)O)c([N+](=O)[O-])c1	i	2%	-2	0%	7%	4%	3%	2%	2%
O=C(NCc1cccs1)c1ccc([N+](=O)[O-])cc1	i	-2%	-2	1%	1%	-13%	-12%	2%	16%
COc1ccccc1/C=C/c1nc(C#N)c(N2CCN(C)CC2)o1	?	11%	·	·	·	-9%	-21%	·	·
CC(=O)c1nc(-c2ccccc2)sc1C	?	2%	-1	-31%[inhibitor]	8%	6%	3%	10%	?
CCc1cccc(NC(=O)Cn2cc(C=O)c3ccccc32)c1	i	?	18	1%	16µM*	·	-25%	?	3%
CCOC(=O)c1c(CN2CCN(C)CC2)oc2ccc(O)cc12	i	1%	28	-3%	2%	-4%	3%	12%	1%
COc1ccc(/C(N)=N/OC(=O)c2c(-c3ccccc3Cl)noc2C)cc1OC	i	?	-91*	?	16µM*	?	-49%	?	?
COc1ccc2c(c1)-c1nc(/N=C/c3c(O)ccc4ccccc34)sc1CC2	?	-6%	0	·	?	-6%	-18%	-25%	?
CCOC(=O)c1sc2nc(COC(=O)c3c(F)cccc3F)[nH]c(=O)c2c1C	i	11%	0	-15%	0%	-14%	7%	-3%	2%
CC(=O)c1ccc(N2CCN(C(=O)C3CCN(S(=O)(=O)c4c(C)noc4/C=C/c4ccc(C)cc4)CC3)CC2)cc1	i	-7%	·	·	·	-27%	-1%	·	·
O=C(NCCNS(=O)(=O)c1ccc(C(F)(F)F)cc1)N1CCOCC1	i	3%	13	-3%	1%	-9%	-24%	?	1%
O=c1c(O)c(-c2cccs2)oc2ccccc12	·	?	-14	?	-19%	-14%	-29%	?	?
CCCCCCOC(=O)C1=C(C)NC(=O)NC1c1ccc2c(c1)OCO2 (configuration not stated)	i	9%	15	?	7%	-12%	-40%	6%	12%
CC(C)N1C(=O)CCC1C(=O)NCCc1ccc(Cl)cc1 (configuration not stated)	i	-5%	-3	3%	5%	-7%	-1%	1%	1%
COc1ccc(/C=C/C(=O)O)cc1S(=O)(=O)N1CCCCC1	i	-3%	20	5%	-6%	·	16%	-4%	0%
CN(Cc1ccccc1)c1ccc(-c2nc(-c3ccncc3)no2)cc1[N+](=O)[O-]	i	0%	·	·	·	2%	-23%	·	·
CC1=NC(C#N)=C(C#N)NC(C)(C)C1	i	-1%	-7	-10%	15%	13%	4%	14%	-3%
CCOC(=O)COc1c(Cl)cc(C2NC(=S)NC(c3ccccc3)=C2C(C)=O)cc1OCC (configuration not stated)	i	4%	0	0%	1%	-1%	-17%	-11%	-5%
O=C(NCc1cccs1)C1CCCN(S(=O)(=O)c2ccc(Br)s2)C1 (configuration not stated)	i	-13%	5	0%	-1%[9.24 µM]	4%	-19%	-4%	5%
Cc1ccc(S(=O)(=O)NC(=NCC(=O)O)c2ccccc2)cc1	i	-13%	-9	-4%	-3%	1%	3.2µM*	-1%	-8%
O=S1(=O)N[C@@H](Cc2ccccc2)COc2cc(N3CCC[C@H]3CO)ccc21	i	-25%	3	·	-17%	-5%	·	0%	·
Cn1c(=O)c2c(-c3ccccc3Br)n(CCc3ccccc3)cc2n(C)c1=O	i	-6%	·	·	·	-14%	-30%	·	·
CCCc1nn(C)c2c(=O)[nH]c(-c3cc(S(=O)(=O)N(CCO)CCO)ccc3OCC)nc12	i	15%	-15	-5%	15%	-6%	-65%	15%	-5%
O=C(NCc1ccncc1)C1CCN(S(=O)(=O)Cc2ccccc2)CC1	i	-14%	-64*	?	0%	10%	-26%	-10%	-25%
Cc1ccc2ncnc(NCCCN3CCOCC3)c2c1	i	-11%	19	3%	7%	-3%	3%	-6%	-6%
O=C(CSc1ncc(-c2ccccc2)[nH]1)Nc1cccc(O)c1	i	-13%	15	-8%	-22%	1%	-8%	-8%	-22%
Cc1cc(NC(=O)C(C)Sc2nc(-c3cccs3)nc3ccccc23)no1 (configuration not stated)	?	-15%	27	?	?	-32%	-2%	-29%	?
O=c1ccc(-c2ccc(S(=O)(=O)Nc3ccccc3Cl)o2)n[nH]1	i	-3%	12	1%	8%	5%	13%	14%	0%
COc1ccc(-c2cn[nH]c2C)cc1OC	i	-3%	-8	2%	-15%	9%	-7%	0%	2%
COc1cc2[nH]c(=O)n(CCCC(=O)N3CCN(c4cccc(C(F)(F)F)c4)CC3)c(=O)c2cc1OC	i	13%	·	·	·	-5%	-1%	·	·
Cn1c(CC(=O)Nc2ccccc2F)nnc1SCC(=O)Nc1nncs1	i	-2%	12	-61%[inhibitor]	-25%	-7%	-4%	0%	-31%[inhibitor]
CSc1nc(C)cc(SCC(=O)Nc2ccc(Cl)cc2Cl)n1	?	-2%	16	-3%	-2%	?	-5%	-13%	?
CC(C)COc1ccc(Cc2cnc(N)nc2N)cc1	i	?	9	0%	-22%	20%	-33%	-18%	?
CCn1ncc(/C=N\NC(=O)Cc2ccc([N+](=O)[O-])cc2)c1C	i	19%	22	-9%	2%	-5%	-1%	2%	-3%
Cc1ccc(Cn2c(=O)n(Cc3ccc(Cl)cc3)c(=O)c3cccnc32)cc1	i	-5%	·	·	·	-5%	-16%	·	·
CCn1c(=N)n(CC(O)c2ccco2)c2ccccc21 (configuration not stated)	i	2%	-9	-5%	-3%	-6%	-10%	-14%	?
O=C(NCC1CCCO1)c1[nH]c(C(F)(F)F)nc1-c1ccccc1 (configuration not stated)	i	0%	4	·	9%	7%	4%	-3%	·
COc1ccc(OC)c(NC(=O)c2cc3c(=O)oc4ccccc4c3s2)c1	i	11%	·	·	·	9%	4%	·	·
COc1cc(C2NC(=O)NC(c3ccccc3)=C2C(C)=O)cc(Cl)c1OCC(=O)O (configuration not stated)	?	6%	9	1%	11%	-31%	1%	2%	11%
CC(=O)N1CCC(N(CCN2CCOCC2)C(=S)Nc2cc(C)ccc2C)CC1	i	15%	-8	10%	14%	-16%	8%	16%	-1%
Cc1c(C)c2c(OCC(=O)N3CCC[C@H]3C(=O)O)cc3c(c2oc1=O)CCC(C)(C)O3	i	12%	-6	0%	-9%	2%	-19%	-12%	-1%
O=C1/C(=C\c2ccc(O)cc2)SC(=S)N1Cc1ccccc1	i	-17%	-96*	?	23µM*	-37%	-43%	?	12%
CC(=O)OC[C@@H]1CN(Cc2ccccc2)C[C@H](n2cnc3c(NC4CCC4)ncnc32)O1	i	0%	1	·	9%	-5%	-2%	3%	·
COc1ccc(CC(=O)N(C)CC(=O)Nc2cccc(F)c2)cc1S(=O)(=O)N1CCOCC1	i	-7%	1	2%	16%	-1%	-26%	-1%	0%
CN1CCc2nc(NC(=O)c3cccc(S(=O)(=O)N4CCc5ccccc54)c3)sc2C1	i	-4%	23	4%	-27%	-1%	-17%	-5%	?
COC(=O)NNC(=O)/C=C/c1ccccc1	i	0%	10	-9%	17%	2%	-7%	18%	-2%
Cc1cccc(C(=O)Nc2ccc3c(c2)C(=O)N(CC(C)C)C3=O)c1	?	-1%	1	2%	1%	·	-8%	10%	21%
Cc1ccccc1N(CC(=O)NCCSC1CCCCC1)S(=O)(=O)c1ccccc1	i	?	31	-2%	5%	2%	-19%	4%	20%
CC(=O)NN1C(=O)/C(=C\c2ccc(O)cc2)SC1=S	i	18%	7	-7%	12%	3%	-3%	20%	5%
CCCCN1C(=O)C(CC(=O)NCCN2CCOCC2)CC(C(=O)N2CCOCC2)=C1C (configuration not stated)	i	13%	29	·	-2%	-7%	-1%	-1%	·

# Screens (PubChem)
